Nrf2 inh = blocks Nrf2 signaling. AID 504444. Potency, µM (highest dose often 46 µM), without a hit: top-dose activity change, negative = inhibition, hits mostly inhibitors. A549 ARE-Fluc reporter, luciferase luminescence, 18-24 h. 360,000 tested, 2.1% active; further: on the % scale 0 is the no-effect control and ±100 the full control effect; nearly all actives have a fitted effect of over 60% in size
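Reporter: ARE-Fluc in A549. Exposure: 18-24 h, 37 °C, 5% CO2, 5% FBS OPTI-MEM. Readouts: fluorescent cytotoxicity (CellTiter-Fluor), then luminescent Nrf2 signal after BugLite.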
S2 tox = cell viability loss in ATXN counter-screen. S2 cells (HEK-293 line with an ATXN2-luciferase reporter) viability, CellTiter-Fluor protease fluorescence, 24 h. Potency, µM (titrated, usually from 56.7 µM), hits mostly cytotoxic. 400,000 tested, 0.49% active. AID 651635; further: nearly all actives have a fitted effect of over 40% in size
A549 viability = counter-screen for Nrf2 inhibitors: cytotoxicity in A549 cells. A549 ARE-Fluc cells, CellTiter-Fluor viability, 18-24 h. Potency, µM (highest dose often 46 µM), inactives show at the highest dose activity change, negative = cytotoxicity, most hits filed as inhibitors. 390,000 tested, 0.16% active. AID 504648; further: on the % scale 0 is the no-effect control and ±100 the full control effect
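A549 ARE_Fluc cells in 5% FBS OPTI-MEM were exposed to compounds in concentration-response for 18-24 h at 37 deg C. Viability was read by CellTiter-Fluor fluorescence (Ex 405/Em 525) after 30 min, before the luciferase read.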
MCF10A rereplic = induces DNA re-replication in MCF 10a normal breast cells; MCF 10A DNA re-replication, Hoechst nuclear intensity, 48 h; Potency, µM (titrated, usually from 46.1 µM), for the others: at the top dose activity, positive = re-replication, most hits filed as activators; 350,000 tested, 2.9% active; AID 624296; further: % of control where 0% means no effect; nearly all actives have a fitted effect of over 50% in size
Nrf2 activator = activates Nrf2 signaling. Potency, µM (series often up to 46.1 µM), for the others: at the top dose activation, actives largely listed as activators. AREc32 ARE-luciferase reporter (MCF7-derived line), luminescence, 24 h. AID 624171. 410,000 tested, 0.31% active; further: % of control where 0% means no effect; nearly all actives have a fitted effect of over 65% in size
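Quantitative high-throughput format: AREc32 reporter cells, 1000 per well, received compound by pin transfer and were incubated 24 hr at 37 deg C, 5% CO2, before Steady-Glo luminescence detection.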
EPAC2 antagonist = EPAC2 (human) antagonism; Q8WZA2; 360,000 tested, 0.18% active; AID 720708; Potency, µM (titrated, usually from 114 µM), for the others: at the top dose activity, negative = inhibition, hits mostly inhibitors; EPAC2 GEF exchange of Rap1B-BODIPY-GDP, fluorescence; further: on the % scale 0 is the no-effect control and ±100 the full control effect; nearly all actives have a fitted effect of over 45% in size; many of its hits are not listed in these tables
Target sequence (Q8WZA2 whole entry, looked up): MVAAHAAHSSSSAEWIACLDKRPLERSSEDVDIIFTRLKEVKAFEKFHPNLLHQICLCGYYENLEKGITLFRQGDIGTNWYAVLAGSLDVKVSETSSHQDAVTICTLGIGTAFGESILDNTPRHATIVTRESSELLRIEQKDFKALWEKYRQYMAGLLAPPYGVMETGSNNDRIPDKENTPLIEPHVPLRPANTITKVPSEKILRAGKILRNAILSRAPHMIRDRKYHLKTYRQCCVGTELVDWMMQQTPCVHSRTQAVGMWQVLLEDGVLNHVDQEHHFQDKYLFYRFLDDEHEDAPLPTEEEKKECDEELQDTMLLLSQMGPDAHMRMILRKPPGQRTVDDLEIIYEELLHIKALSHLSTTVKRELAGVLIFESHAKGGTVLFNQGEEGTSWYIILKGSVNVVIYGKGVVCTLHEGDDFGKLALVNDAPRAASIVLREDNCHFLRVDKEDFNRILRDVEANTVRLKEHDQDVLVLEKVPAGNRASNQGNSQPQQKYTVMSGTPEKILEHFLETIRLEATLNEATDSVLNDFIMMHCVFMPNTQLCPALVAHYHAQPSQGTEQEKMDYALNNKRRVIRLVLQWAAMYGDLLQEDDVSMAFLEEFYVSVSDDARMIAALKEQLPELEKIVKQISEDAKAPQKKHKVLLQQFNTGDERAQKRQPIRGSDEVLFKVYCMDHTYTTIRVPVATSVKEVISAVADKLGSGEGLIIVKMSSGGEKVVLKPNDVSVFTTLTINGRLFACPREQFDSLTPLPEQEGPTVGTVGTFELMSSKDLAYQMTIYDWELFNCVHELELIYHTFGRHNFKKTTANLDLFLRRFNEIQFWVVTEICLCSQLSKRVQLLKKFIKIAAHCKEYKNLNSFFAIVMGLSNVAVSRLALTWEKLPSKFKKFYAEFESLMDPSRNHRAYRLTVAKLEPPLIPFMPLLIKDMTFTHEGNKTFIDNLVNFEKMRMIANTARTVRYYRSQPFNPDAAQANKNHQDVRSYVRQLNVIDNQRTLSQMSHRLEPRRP
ATXN2 expr inh = ATXN2 expression inhibition; HEK-293 ATXN2-luciferase reporter, luminescence, 24 h; Potency, µM (doses to about 57 µM), inactives show at the top dose activity change, negative = inhibition, actives largely listed as inhibitors; 360,000 tested, 0.72% active; further: on the % scale 0 is the no-effect control and ±100 the full control effect; nearly all actives have a fitted effect of over 55% in size
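ATXN2-luciferase reporter cells (luciferase flanked by upstream and downstream ATXN2 gene portions) were treated 24 h at 37 °C with compounds at up to 57 uM. SteadyGlo luminescence gave expression; GF-AFC fluorescence gave viability.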
HepG2 tox = kills HepG2 cells in TGF-b inhibitor counter-screen; AID 588856; HepG2 CAGA-GFP viability, ATP luminescence, 18 h; 410,000 tested, 0.76% active; Potency, µM (highest dose often 46.1 µM), inactives show at the highest dose activity change, negative = cytotoxicity, actives largely listed as cytotoxic; further: some results filed as inactive show a strong effect at the top dose
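HepG2 CAGA-GFP cells (1000/well, DMEM with 1% FBS) received compound, then TGF-beta at 500 pg/mL final, and were incubated 18 hours at 37 degrees C. Viability was read by CellTiter-Glo luminescence. Media-only wells were set as complete cell-killing and DMSO as no toxicity.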
TGFb SMAD3 inh = blocks TGF-b signaling; HepG2 CAGA-GFP TGF-b/SMAD3 reporter, GFP fluorescence, 18 h; TGF-beta stimulated, 500 pg/mL final; AID 588855; Potency, µM (series often up to 46.1 µM), without a hit: at the highest dose activity, negative = inhibition, hits mostly inhibitors; 410,000 tested, 1.2% active; further: on the % scale 0 is the no-effect control and ±100 the full control effect; nearly all actives have a fitted effect of over 65% in size
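Read-out: total well GFP (ex488/em500-530) summed from mean per-cell fluorescence. Cells: HEPG2 CAGA-GFP, 1% FBS DMEM, 18 h at 37 degrees C with 500 pg/mL final TGF-beta. Unstimulated wells served as the full-inhibition control; stimulated DMSO wells = 0%.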
* marks the source's active call; other numbers are inactive results; i = inactive; ? = inconclusive; nt = no result given; & = joins results of further samples; [ ] = remark or other dose. The call rests on the fitted dose curve; in most records, active means well fitted curve in the direction sought with a large enough effect; inconclusive means small, poorly fitted or top-dose-only effect, or another doubt; inactive means no such curve, though single readings can be large; an effect the other way counts as inactive or inconclusive. Potency means the concentration at half of the fitted maximal effect.

SMILES	Nrf2 inh	S2 tox	A549 viability	MCF10A rereplic	Nrf2 activator	EPAC2 antagonist	ATXN2 expr inh	HepG2 tox	TGFb SMAD3 inh
COc1ccc(NC(=S)Nc2ccc(OCc3ccccc3)cc2)cc1OC	-23%	i	0%	19%	0.1%	-11%	-12%	-6%	0%
CCCC(=O)Nc1ccc(C(=O)NNC(=O)c2ccccc2Br)cc1	-21%	i	4%	-4%	-0.1%	5%	1%	-4%	6%
COc1ccc(OC)c(CCNC(=O)C2CCN(c3ncnc4c3nc3n4CCCCC3)CC2)c1	?	i	1%&2%	-1%	0.1%&-1.2%	-23%	5%	3%&-4%	-1%&-27%
Nc1n[nH]c(C2CC2)c1N=Nc1ccc(Cl)cc1	-12%	?	-24%	1%	4.8%	-15%	nt	-46%	?
O=C(O)COc1ccc(NC(=O)c2ccco2)cc1	10%	i	4%	?	-0.8%	2%	0%	1%	0%
N#CC(=C1CCCC1)c1nc(-c2cc3ccccc3oc2=O)cs1	?	i	3%	3%	26%	12%	62%[activator]	5%	-7%
COc1ccc(Cc2c(-c3cccc(Cl)c3)nc3ccc(Br)cn23)c(C)c1	nt	?	nt	nt	?	-17%	41%[activator]	-34%	?
Cc1ccc(-c2csc(NC(=O)C[n+]3cc(-c4ccccc4)n4c3CCC4)n2)cc1	?	?	6%	11%	0.5%	10%	-14%	-10%	22µM*
O=C(CCc1ccccc1)Nc1ccc(NC(=O)c2ccco2)cc1	0%	i	4%	-2%	0.6%	-2%	19%	-25%	-3%
CCCCCCOc1ccc(OC(=O)c2cccnc2)cc1	?	i	-10%	?	0.2%	-12%	-4%	3%	3%
CCOC(=O)N1CCN(CC(O)COc2ccc(CC)cc2)CC1 (configuration not stated)	-8%	i	-2%	1%	0.0%	-4%	4%	-1%	-2%
Cc1ccc2cccc(NC(=O)c3ccc(-c4ccc(Cl)cc4Cl)o3)c2n1	6%	i	5%	nt	-0.4%	nt	9%	-63%	0%
CC(C)Oc1ccc(S(=O)(=O)N2CCCCC2)cc1NC(=O)C1CCC1	?	i	9%	4%	2.1%	1%	-1%	-6%	?
CC(=O)Nc1nnc(CCS(=O)(=O)c2ccc(Cl)cc2)s1	3%	i	5%	-7%	0.2%	1%	1%	-1%	-3%
CCc1cc(C(=O)N2CCN(c3ccccn3)CC2)sc1C	?	i	9%	1%	-0.3%	-2%	-7%	-23%	-6%
O=C(c1nc2nc(-c3ccc(Cl)cc3)cc(C(F)(F)F)n2n1)N1CCOCC1	-16%	i	2%	-184%[0.0737 µM]	-0.5%	8%	-11%	12%	-6%
O=C(CN1CCN(CCC(=O)Nc2ccccc2F)CC1)Nc1ccc(F)cc1	16%	i	7%	26%	-0.4%	6%	-11%	-17%	14%
COc1ccc(CC(N)c2csc(Nc3nncc4ccccc34)n2)cc1 (configuration not stated)	nt	?	nt	nt	-3.1%	1%	-24%	-99%	?
CCOc1ccc(S(=O)(=O)N2CCN(C(=O)CN3C(=O)NC(C)(C)C3=O)CC2)cc1	1%	i	2%	-9%	-0.6%	-5%	6%	2%	1%
Cc1ccc(/C=C/C(=O)O)cc1S(=O)(=O)N1CCCc2ccccc21	-14%	i	1%	0%	-0.6%	-15%	1%	-37%	0%
COc1ccc(C(C(=O)NC2CCCCC2)N(C(=O)c2csnn2)C2CC2)cc1 (configuration not stated)	15%	?	8%	-8%	0.6%	-3%	-18%	1%	2%
CCN(CC(=O)Nc1ccc([N+](=O)[O-])cc1OC)c1ccccc1	?	i	-4%	-5%	-0.3%	-2%	-5%	-16%	-4%
COc1cc(OC)cc(C(=O)N2CCN(C(=O)c3ccc(OC)c(OC)c3)CC2)c1	10%	i	-6%	2%	-0.2%	6%	2%	-8%	-35%
Cc1ccccc1NS(=O)(=O)c1cc(C(=O)NCc2ccncc2)ccc1Cl	9%	i	-5%	3%	-0.1%	1%	-5%	7%	-18%
COc1cc(Br)c(-c2sc(Nc3ccccc3)n[n+]2-c2ccccc2)cc1OC	4%	i	-2%	?	11%	-18%	8%	2%	6%
CCN(C(=O)CSc1ncccn1)c1c(N)n(Cc2ccccc2)c(=O)[nH]c1=O	8%	i	1%	14%	0.1%	5%	8%	-2%	-10%
O=C(COc1ccccc1F)N1CCc2ccccc2C1	3%	i	-12%	0%	2.5%	-12%	nt	3%	-12%
O=C(CNc1ccccc1)N/N=C/c1c(O)ccc2ccccc12	-14%	i	3%	?	-1.6%	-7%	7.1µM*	-42%	?
CCN(CC)C(=O)c1ccc2c(c1)nnn2C	-19%	i	0%	-2%	-0.6%	2%	nt	7%	4%
Cc1c(CN2CCN(c3cccc(C(F)(F)F)c3)CC2)c(=O)n(-c2ccccc2)n1C	1%	i	3%	-7%	1.7%	-9%	-9%	-12%	-9%
Cc1ccc(Cl)c2c1NC(=O)C2=O	1%	i	-1%	-2%	5.2%	14%	1%	4%	?
CN(C)S(=O)(=O)c1ccc(C(=O)NNC(=O)C23CC4CC(CC(C4)C2)C3)cc1	12%	?	-1%	-4%	-0.4%	8%	1%	-11%	3%
CCC[C@H]1CN(Cc2ccccc2)C(=O)[C@@H]1CC(=O)NC	nt	?	nt	nt	0.0%	7%	4%	3%	0%
COc1ccccc1NC(=O)c1sc2nc3n(c(=O)c2c1C)CCC3	?	i	11%	0%	-0.2%	-5%	nt	-7%	-6%
Cc1nn(-c2cccc(Cl)c2)c2c1C(c1cccnc1)C(C#N)=C(N)O2 (configuration not stated)	-1%	i	-14%	?	3.3%	13%	-5%	-31%	?
CNC[C@H]1Oc2cc(Br)ccc2S(=O)(=O)N([C@@H](C)CO)C[C@@H]1C	nt	i	nt	nt	0.6%	10%	-6%	13%	9%
CCOC(=O)c1c(NC(=O)COc2ccccc2)sc2c1CC(C)(C)NC2(C)C	-1%	i	-3%	3%	-0.1%	5%	-25%	12%	5%
Cc1cc2nccc(-c3ccc(OCCCF)cc3)n2n1	-13%	i	4%	-5%	0.3%	5%	3%	9%	10%
CC(C)C(=O)Nc1c2c(nn1-c1ccc(F)cc1)CSC2	-1%	i	0%	1%	0.3%	-4%	nt	20%	35%[activator]
CCOc1ccccc1C(=O)Nc1cc2c(cc1N1CCCC1)n(CC)c(=O)n2CC	0%	14µM*	6%	?	2.6%	-16%	nt	-58%	?
Cc1cccc(OCC(=O)NNC(=O)c2cc3ccccc3oc2=O)c1	nt	i	-7%	-2%	-0.8%	-2%	9%	3.2µM*	?
CCOC(=O)[C@H]1[C@H]2COc3ccc(Cl)cc3[C@@H]2N2C(=O)c3ccc(C)cc3NC(=O)[C@@]12C	16%	?	-10%	14%	-0.1%	-9%	-8%	0%	-18%
CCOC(=O)c1cc2c(=O)n3ccccc3nc2n(Cc2ccco2)c1=NC(=O)c1ccc(C(C)(C)C)cc1	3%[9.27 µM]	?	-12%	nt	0.7%	nt	9%	5%	3%
CCCCN(CCCNC(=O)c1c(C)cc(=O)oc1C)c1ccccc1	?	?	-3%	23%	2.6%	-10%	-7%	3%	-16%
Cc1cc(N2CCN(C)CC2)nc2ccc(NC(=O)Nc3ccccc3Br)cc12	?	nt	-30%	nt	6.7%	nt	-25%	-101%	?
S=C(NC1CCCCC1)N1CCN(C2CCCCC2)CC1	-1%	i	13%	7%	-0.4%	3%	-8%	18µM*	?
O=C(COC(=O)C1CCC(=O)N1)Nc1ccccc1OC(F)F (configuration not stated)	-8%	i	-1%	1%	-0.6%	3%	-2%	6%	0%
Cc1ccc(S(=O)(=O)NCC2CCC(C(=O)NCc3cccnc3)CC2)cc1 (configuration not stated)	1%	i	6%	30%	-1.0%	-3%	-14%	-15%	12%
Nc1c(-c2ccc(Cl)cc2)cnn1-c1ccccc1	16%	i	0%	1%	-0.6%	4%	28%	-21%	1%
N#Cc1c(N)nc2c(c1-c1ccc(F)cc1)CCC2	-6%	i	15%	13µM*	0.1%	2%	2%	14%	13%
O=C(NC1(C(=O)NC2CCCCC2)CCCCC1)c1ccc2c(c1)OCO2	-18%	?	-24%	-1%	-0.4%	-2%	-6%	-43%	2%
CCOCN(C(=O)Cn1c(CO)nc2ccccc21)c1c(C)cccc1CC	-25%	i	nt	5%	-0.6%	-1%	1%	-1%	1%
CN(C)S(=O)(=O)N(CC(=O)Nc1ccc(C(F)(F)F)cc1)c1ccccc1	3%	?	-13%	nt	4.4%	nt	-22%	-34%	?
Cc1nn(-c2ccccc2)c(Cl)c1/C=N/NC(=O)c1cccnc1	23%	i	3%	1%	13%	17%	15%	3%	1%
O=S(=O)(Nc1ncccn1)c1ccc(-n2cnnn2)cc1	3%	i	-1%	-2%	-1.0%	4%	nt	13%	-20%
CCOC(=O)c1c(C)cc(=O)oc1C	2%	i	8%	?	-0.2%	12%	0%	-3%	-2%
COC(=O)c1ccc([N+](=O)[O-])cc1N1C(=O)C2C3CCC(C3)C2C1=O (configuration not stated)	-7%	i	1%	-6%	0.2%	8%	nt	-1%	0%
O=C(Nc1ccc(F)cc1)Nn1cnnc1	-1%	i	-1%	1%	0.3%	-3%	-5%	11%	0%

Bioassay records as filed in PubChem.

Some of the compounds tested; count on the stated rates, not on these rows.
